Bioassay records as filed in PubChem BioAssay.
SENP8 block: human SENP8 protease inhibitors, primary screen, biochemical, fluorescence, Nedd8 protein substrate, uHTS. recombinant SENP8. 0.64% of 360,000 active. Sentrin-specific protease 8 (Homo sapiens), Q96LD8. AID 602440, 2012. inhibition, % at 20 µM; in the data active means inhibition mostly above about 40%, no sharp cut-off; inactive means mostly below about 27%
Target sequence (Q96LD8 whole entry, looked up): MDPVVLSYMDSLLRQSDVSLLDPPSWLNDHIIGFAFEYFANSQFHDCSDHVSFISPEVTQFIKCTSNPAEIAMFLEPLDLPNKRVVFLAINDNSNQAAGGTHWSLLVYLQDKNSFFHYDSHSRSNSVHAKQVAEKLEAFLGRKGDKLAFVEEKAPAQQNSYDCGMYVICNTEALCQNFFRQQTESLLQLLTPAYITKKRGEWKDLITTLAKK
SENP1 inh: human SENP1 catalytic domain inhibitors, primary screen, biochemical, FRET, uHTS | Sentrin-specific protease 1 (Homo sapiens), Q9P0U3 | recombinant SENP1 catalytic domain, CyPet-SUMO1-YPet FRET cleavage | inhibition, % at 10 µM | 0.21% of 360,000 active | AID 624204, 2012;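 active means inhibition at least 30% at 10 µM, raw YFP signal under a set limit, fluorescence ratio 0.5 to 1.5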;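 further: 0% = enzyme with DMSO and 100% = no enzyme wells; some results filed as inactive read as strong as hits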
Target sequence (Q9P0U3 419-644 limits assumed): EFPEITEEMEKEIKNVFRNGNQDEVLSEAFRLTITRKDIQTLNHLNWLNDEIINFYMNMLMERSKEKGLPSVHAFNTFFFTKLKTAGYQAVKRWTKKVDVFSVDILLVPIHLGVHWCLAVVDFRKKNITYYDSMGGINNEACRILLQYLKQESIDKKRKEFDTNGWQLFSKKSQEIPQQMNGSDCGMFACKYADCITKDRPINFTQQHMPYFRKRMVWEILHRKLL
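Test system: recombinant human SENP1 catalytic domain, His6-tagged / Medium: pH 8 Tris buffer with EDTA, NaCl, BME, BSA, NP40, catalase / Also added: SUMO1 FRET substrate flanked by Cypet and Ypet, 25 nM / Times: 50 min reaction at room temperature / Signal: FRET, CFP and YFP emission / Control set: no-enzyme low control and enzyme-plus-DMSO high control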
* = called active by the depositor; i = inactive. An excerpt (hit frequency here may not be typical).

SMILES	SENP8 block	SENP1 inh
Cc1nc(N)[nH]c(=O)c1CCCNc1ccc([N+](=O)[O-])cc1	16.5	-0.1
CCC(CC)C(=O)N(C)c1c(C)nc2c(OCc3ccc(F)c(F)c3)cccn12	14.5	0.6
O=c1cc(-c2ccccc2)ss1	18.2	-0.3
CCCCNC(=O)c1cc2nc(-c3ccc(OC)cc3)cc(C(F)(F)F)n2n1	i	-77.5
CC(C)(C)OC(=O)N1CCCC(C(=O)Nc2cccc(C(=O)N3CCOCC3)c2)C1 (configuration not stated)	-1.5	1.8
COC1=CC(=O)OC(c2cccc(C(F)(F)F)c2)C1 (configuration not stated)	18.6	-0.1
COc1cccc(-c2cc3nc(NCc4ccc5occc5c4)n(C)c(=O)c3s2)c1	-124.6	-6.9
CC(=O)Nc1ccc(S(=O)(=O)NN=Cc2ccc(Cl)c(Cl)c2)cc1	16.4	1.1
CCOC1CCCc2oc(-c3ccc(N(C)C)cc3)c(C(=O)OC)c21 (configuration not stated)	-393.4	-120.3
Cc1ccc(Cn2c(O)c(N=NC(=S)Nc3ccccc3F)c3cc(S(=O)(=O)N4CCOCC4)ccc32)cc1	12.8	0.9
CCCCCCn1c(=O)n2n(c1=O)[C@@H]1CN(S(=O)(=O)c3ccc(C)cc3)C[C@]1(O)[C@@H](OC(=O)NCc1ccc(OC)c(OC)c1)C2	5.6	1.1
CC(=O)c1ccc(Nc2nc(C(N)C3CCCCC3)cs2)cc1 (configuration not stated)	i	-0.7
CCOC(=O)C1CCCN(C(=O)c2cc(-c3cccs3)oc2C)CC1 (configuration not stated)	-1.8	1.7
CSc1nc(COC(=O)NC(C)C)c(COC(=O)NC(C)C)n1Cc1ccccc1	9.2	-2.5
COc1cc(-c2cnc3c(NC(C)=O)cc(-c4ccc(N5CCN(C)CC5)cc4)cn23)cc(OC)c1OC	i	33.7*
O=C(NCCc1ccccc1)C1C(=O)Nc2ccccc2C(=O)N1C1CCCCC1 (configuration not stated)	-7.3	2.9
C/C(Nc1ccc(Cl)cc1)=C1/CCOC1=O	6.5	0.9
Cc1nn(-c2ccccc2)c(N)c1N=Nc1ccccc1	37.9	3.9
CCNC1(C(N)=O)CCN(Cc2ccccc2)CC1	10.9	0.5
O=C(Nc1cccc2c1CCCC2)c1cc(C2CCCCN2C(=O)CCCc2ccccc2)on1 (configuration not stated)	13.7	0.1
Cc1cc(C)c(C(=O)CSc2nnc(-c3ccccc3Br)o2)cc1C	19.4	0.3
c1ccc(NN(Cc2ccncc2)c2ccccc2)cc1	8.3	1.6
COc1ccc(NC(=O)N(C)[C@H]2C[C@H]3c4[nH]c5ccc(-c6cccc(C)c6)cc5c4CCN3C[C@H]2[C@H](C)O)cc1	-46.8	-67.9
CCNc1ccc(S(=O)(=O)N2CCOCC2)cc1NCC(=O)Nc1cccc(Br)c1	2.8	-12.5
Clc1ccccc1CN1CCN(CCCc2ccccc2)CC1	23.3	3.9
COc1ccc(C(=O)N/C(=C\c2cn(S(=O)(=O)N(C)C)c3ccccc23)C(=O)N2CCN(C)CC2)cc1OC	11.3	-3.2
COC(=O)c1ccc2nc(-c3cccc(Br)c3)c(Cc3ccccc3)n2c1	-385.3	-8.2
O=C(NC(c1ccc(Cl)cc1)c1cccnc1)C1CCN(CCOc2ccc(Cl)cc2Cl)CC1 (configuration not stated)	27.6	0.7
O=C(/C=C/c1ccc(-c2ccccc2[N+](=O)[O-])o1)c1ccccc1	1.5	-12.3
O=C(NC(=O)c1c(F)cccc1F)Nc1cccc(Oc2ncc(Cl)cn2)c1	8.1	-0.6
CN(Cc1ccccc1)C(=O)c1csc([C@@H]2O[C@H](CO)[C@H](O)[C@H](O)[C@H]2O)n1	30.2	1.3
CC1(C(=O)NCCC(F)(F)F)Cc2c(-c3ccccc3)ccnc2O1 (configuration not stated)	3.0	2.4
C[C@@H](CO)NC(=O)c1[nH]cnc1C(=O)Nc1ccc(CNC(=O)OC(C)(C)C)cc1	4.6	1.1
O=C(NN=Cc1ccc2c(c1)OCO2)NN=Cc1ccc2c(c1)OCO2	-11.8	2.9
CN(C)c1ccc(-c2ccnc3c2CC(C)(C(=O)Nc2ccc(F)c(Cl)c2)O3)cc1 (configuration not stated)	i	-0.4
COC(=O)[C@@H]1ON2OCC(C)=C3CCCC[C@@]32[C@H]1C(=O)OC	25.0	-2.4

A run of entries taken from the entries so far:
SMILES	SENP8 block	SENP1 inh
CN(C)c1ccc(-c2ccnc3c2CC(C)(C(=O)Nc2ccc(F)c(Cl)c2)O3)cc1 (configuration not stated)	i	-0.4
COC(=O)[C@@H]1ON2OCC(C)=C3CCCC[C@@]32[C@H]1C(=O)OC	25.0	-2.4

New compounds follow
SMILES	SENP8 block	SENP1 inh
COc1cccc(C(NC(C)=O)c2nc(-c3cccc(C(F)(F)F)c3)cs2)c1 (configuration not stated)	11.0	1.1
CC1=C/C(=N\NC(=S)Nc2cccnc2)CC(C)(C)C1	3.5	2.2
COc1ccc(-c2csc(NC(=O)CS(=O)(=O)c3ccccc3)n2)cc1OC	2.6	0.8
COCCNC(=O)C1CCCN(C(=O)c2cc(-c3ccccc3)cs2)CC1 (configuration not stated)	10.6	0.6
COc1ccc(CSC2=C(C#N)C(=O)NC3(CCCCC3)S2)cc1	28.4	2.1
Cc1ccc(S(=O)(=O)Nc2nc(CN3CCOCC3)nc3sc(C(=O)O)c(C)c23)cc1	-113.8	-8.2
CCCN(C)C[C@@H]1Oc2ncc(Br)cc2C(=O)N([C@@H](C)CO)C[C@H]1C	14.2	-2.9
CN(CCc1ccccc1)C(=O)c1ccc(NC(=O)Cc2cccc(NC(=O)C3CCN(C(=O)C4CCCCC4)CC3)c2)cc1	6.3	1.3
COC(=O)C(C(=O)OC)[C@@H]1C=C[C@H](C[N+](=O)[O-])N(C(C)=O)C1	2.0	0.9
O=C(NCC(=O)N1CCc2ccccc2C1)c1ccccc1Cl	2.8	-4.5
O=C(O)c1ccc(N/N=C/c2ccc(-c3ccccc3)cc2)cc1	-340.3	-76.0
Cn1cc([C@]2(O)C(=O)Nc3cccc(Cl)c32)c2ccccc21	15.3	2.2
Cc1c(C(=O)OCC(O)=C(C#N)c2nc3ccccc3[nH]2)oc2ccc(Br)cc12	-64.2	-60.7
Cc1ccc(F)c(S(=O)(=O)NC(=O)C2(C)CCN2C(=O)Cc2cccc3ccccc23)c1 (configuration not stated)	14.7	1.2
NC(=O)c1cccc(-c2ccnc3c2CC(C(=O)NCCC(F)(F)F)O3)c1 (configuration not stated)	13.7	2.5
Cc1ccc(C)c(NC(=O)c2ccc3c(c2)CCN3S(C)(=O)=O)c1	15.7	1.3
O=[N+]([O-])c1cc(Br)c2c(c1)CCN2	27.8	-4.0
COCCN(C(=O)CSc1nnc(-c2cccc(Cl)c2)n1N)c1c(N)n(CC(C)C)c(=O)[nH]c1=O	11.8	-1.0
CC(=O)Nc1ccc(Sc2ccc([N+](=O)[O-])o2)cc1	11.1	-0.2
O=C(CNC(=O)c1cc(S(=O)(=O)N2CCOCC2)ccc1N1CCCC1)Nc1ccc(F)c(F)c1	-1.7	1.9
Cc1cccc(C)c1Nc1n[nH]c(=S)s1	10.2	0.6
O=C(CCl)NC1(C(=O)O)CCCC1	22.6	-0.3
COc1ccccc1C(NC(=O)C1CCN(CCOc2ccccc2)CC1)c1ccccn1 (configuration not stated)	11.5	-1.9
NS(=O)(=O)c1ccc(CCNC(=O)c2ccc(Cl)c(S(=O)(=O)N3CCCCCC3)c2)cc1	6.5	-0.5
COCCn1c(CN2CCN(C)CC2)nc2c1c(=O)n(C)c(=O)n2C	10.5	1.6
COc1ccc(CCNC(=O)Nc2nnc([C@@H]3C[C@H](O)[C@@H](CO)O3)s2)cc1OC	2.0	-0.7
CCCCNS(=O)(=O)c1cccc(NC(=O)[C@@H]2O[C@H](CO)[C@H](O)[C@H](O)[C@H]2O)c1	15.2	2.4
Cc1c(C(=O)NCc2cccc(Cl)c2)sc(=O)n1Cc1ccc(F)cc1	2.2	3.1
CC(C)CN(C(=O)COC(=O)CCSc1ccc(Cl)cc1)c1c(N)n(Cc2ccccc2)c(=O)[nH]c1=O	8.0	-6.3
N#Cc1ccc(-c2nc3ccc(Cl)cn3c2Cc2ccccc2C(F)(F)F)cc1	-369.4	48.5*
CN(Cc1ccccc1)C(CNS(=O)(=O)c1ccccc1)c1ccccc1 (configuration not stated)	20.3	1.2
COC(=O)C[C@@H]1C[C@@H]2c3cc(NC(=O)Cc4ccncc4)ccc3O[C@@H]2[C@@H](CO)O1	-11.2	-11.5
COc1ccc(CNC(=O)Nc2nnc([C@@H]3C[C@H](O)[C@@H](CO)O3)s2)cc1	9.6	-0.1
Cc1ccc(-c2csc(/C=C3/SC(C)C(=O)N3CC(=O)Nc3ccccc3F)n2)cc1 (configuration not stated)	1.4	2.1
CC1=C(C(=O)N2CCOCC2)CC(CC(=O)NCc2ccco2)C(=O)N1Cc1ccc(F)cc1 (configuration not stated)	0.5	-2.3
CC1(C)CC2(C)OC2C2(C1)N=NC(=Nc1ccccc1)O2 (configuration not stated)	12.1	2.6
CC(=O)OC[C@@H]1CN(Cc2cccc(C(F)(F)F)c2)C[C@H](n2cnc3c(N4CCOCC4)ncnc32)O1	10.3	-1.3
Cc1cc(CN(Nc2ccccc2)c2ccccc2)cc(C)n1	23.4	2.6
CCN1C(=O)[C@H]2[C@@H](c3ccc(C)cc3)N[C@]3(CCCN(Cc4ccc(C)cc4)C3=O)[C@H]2C1=O	18.2	0.3
O/N=C/c1ccc(OCc2ccccc2)c(Br)c1	2.5	0.7
c1ccc(C(=NNc2nc3ccccc3s2)c2ccccn2)cc1	-11.8	6.1
CN(CCCn1ccc(N)nc1=O)Cc1ccco1	4.6	0.4
c1ccc(-c2nn(-c3ccccc3)[n+](-c3ccccc3)n2)cc1	17.7	3.2
Nn1c(SCC(=O)N2CCCC2)nnc1C1CCCCC1	11.7	1.1
COCCNC(=O)C1(C)CCCN(C(=O)c2cccc(Cl)c2)C1 (configuration not stated)	9.8	1.3
CN(C)C(=S)N=c1ssc(=S)n1Cc1ccccc1	2.7	3.0
Clc1ccc(-c2cccc3nccn23)c(Cl)c1	-494.6	0.4
O=C(Nc1ccccc1F)c1csc(COCCO)n1	16.8	2.2
O=C(CSCC(=O)NN=Cc1ccccc1O)NN=Cc1ccccc1O	-41.2	-5.2
CC(=O)Nc1cc(-c2ccc(F)cc2)cn2c(-c3ccc(F)c(Cl)c3)cnc12	-261.4	-12.5
CCc1c(O)nc(SCC(=O)Nc2c(C)cccc2C)n(-c2ccc(F)cc2)c1=O	8.2	1.7
COc1ccc(NS(=O)(=O)c2cc([N+](=O)[O-])ccc2N/N=C/c2c(C)[nH]c3ccccc23)cc1	27.6	12.7
COc1ccc(NC(=O)c2cc(-c3cc(F)ccc3OC(C)C)n[nH]2)c(OC)c1	16.7	-1.6
c1ccc(NCCC2OCC3(CO2)COC(CCNc2ccccc2)OC3)cc1 (configuration not stated)	-17.4	-1.3
COc1cc(CCNC2=CC(=O)c3ncccc3C2=O)ccc1O	96.8*	-0.6
Oc1[nH]c2ccccc2c1N=Nc1c(F)c(F)c(F)c(F)c1F	5.5	23.9
COCCN1C(=O)CN(S(C)(=O)=O)CC1(C)C(=O)NCc1ccccc1 (configuration not stated)	12.3	0.1
CC(=O)c1ccccc1OCCCOc1cccc2cccnc12	-19.0	-0.2
c1ccc(-c2nn3c(-c4ccccc4)nnc3o2)cc1	16.9	-1.0
COc1ccc(CN2C(=O)CCCC2(C)c2nc3ccccc3[nH]2)cc1 (configuration not stated)	10.9	0.4
(next part)
SMILES	SENP8 block	SENP1 inh
Cc1cc(F)cc(-c2cc(C(=O)NCC3CCCCC3)[nH]n2)c1	28.1	0.2
C=CCOc1ccc(C[C@H](N)C(=O)NC[C@H]2O[C@@H](n3ccc(N)nc3=O)[C@H](O)[C@@H]2O)cc1	20.6	-1.1
CCCCOCCCNC(=O)C[C@@H]1C[C@@]2(C(=O)OC)CCCCC=C2N(Cc2ccccc2)C1=O	17.9	0.3
CN(C)c1ncnc2c1ncn2[C@H]1CN(Cc2ccncc2)C[C@@H](CO)O1	7.2	-0.5
Cc1ccc(NC(=O)c2cc(S(=O)(=O)NCC3CCCO3)ccc2F)cc1 (configuration not stated)	11.3	2.4
CC(=O)N(CC(=O)N(CC(=O)O)c1ccc(Cl)cc1)c1ccc(Cl)cc1	6.7	1.9
Cc1nc(S/C(=C\c2ccc(-c3ccc(C(=O)O)c(Cl)c3)o2)C(=O)O)n[nH]1	-32.3	-27.7
Cn1c(=O)c2[nH]c(CCC3CCCC3)nc2n(C)c1=O	12.9	0.4
CCOc1ccc(NS(=O)(=O)c2cccc(C(=O)N3CCN(C/C=C/c4ccccc4)CC3)c2)cc1	-0.9	1.8
CC(=O)NC(c1ccccc1)c1nc(-c2ccc3ccccc3c2)cs1 (configuration not stated)	20.0	-0.4
CC(C)CC(N)c1csc(Nc2ccc(C(=O)c3ccccc3)cc2)n1 (configuration not stated)	-445.1	-3.1

7 entries from above, sorted by the number in SENP1 inh, high to low:
SMILES	SENP1 inh
Cn1cc([C@]2(O)C(=O)Nc3cccc(Cl)c32)c2ccccc21	2.2
CC(=O)N(CC(=O)N(CC(=O)O)c1ccc(Cl)cc1)c1ccc(Cl)cc1	1.9
COc1cccc(C(NC(C)=O)c2nc(-c3cccc(C(F)(F)F)c3)cs2)c1 (configuration not stated)	1.1
CN(CCCn1ccc(N)nc1=O)Cc1ccco1	0.4
CCCN(C)C[C@@H]1Oc2ncc(Br)cc2C(=O)N([C@@H](C)CO)C[C@H]1C	-2.9
COC(=O)c1ccc2nc(-c3cccc(Br)c3)c(Cc3ccccc3)n2c1	-8.2
CCNc1ccc(S(=O)(=O)N2CCOCC2)cc1NCC(=O)Nc1cccc(Br)c1	-12.5
